TrxR1 substrate = qHTS Assay for Substrates of Mammalian Selenoprotein Thioredoxin Reductase 1 (TrxR1): qHTS | 390,000 tested, 0.01% active | Potency, µM (highest dose often 114 µM), for inactives: at the highest dose activity change, negative = substrate turnover | AID 588456, 2011 | Thioredoxin reductase 1, cytoplasmic (Rattus norvegicus), O89049 | purified TrxR1 substrate turnover, NADPH consumption readout; further: potency means the concentration at half of the fitted maximal effect; on the % scale 0 is the no-effect control and ±100 the full control effect; nearly all actives have a fitted effect of over 50% in size
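Rat TrxR1, dispensed at 90 nM, was prereduced with 400 uM NADPH (final) for 5 min at ~22 deg C, then incubated with compound 15 min before 400 uM selenite. A first-read NADPH fluorescence drop versus no-compound background flagged substrates.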
Vif-A3F inh = qHTS for Inhibitors of Vif-A3F Interactions: qHTS; Potency, µM (highest dose often 46.1 µM), for the others: at the highest dose activity, negative = active; 390,000 tested, 0.2% active; HeLa A3F-eYFP + Vif (tagged APOBEC3F with the HIV-1 protein that degrades it), YFP fluorescence increase; further: potency means the concentration at half of the fitted maximal effect; % of control where 0% means no effect; nearly all actives have a fitted effect of over 65% in size
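Fluorescence increase (Ex 488/Em 500-530) after overnight compound treatment at 37 deg C flags inhibition of Vif-driven A3F-eYFP loss in stable HeLa A3F-eYFP/Vif cells seeded overnight beforehand.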
Vif-APOBEC3G blk = qHTS for Inhibitors of Vif-A3G Interactions: qHTS | Potency, µM (doses to about 46.1 µM), without a hit: at the top dose activity, negative = active, hits mostly inhibitors | DNA dC->dU-editing enzyme APOBEC-3G (Homo sapiens), Q9HC16 | 410,000 tested, 0.076% active | HeLa A3G-eYFP + Vif (tagged APOBEC3G with the HIV-1 protein that degrades it), YFP fluorescence, overnight;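 further: potency means the concentration at half of the fitted maximal effect; on the % scale 0 is the no-effect control and ±100 the full control effect; nearly all actives have a fitted effect of over 60% in size; hits raise eYFP signal because A3G escapes Vif-driven loss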
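HeLa cells stably expressing Vif and C-terminally eYFP-tagged A3G, seeded overnight at 37 deg C, then exposed to compound by pintool overnight at 37 deg C. Rise in yellow fluorescence (Ex 488/Em 500-530, Acumen) marks blocked Vif-driven A3G degradation.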
USP1 inh = Inhibitors of USP1/UAF1: Primary Screen. recombinant USP1/UAF1, Ub-Rhodamine cleavage fluorescence. Potency, µM (series often up to 57.1 µM), without a hit: at the top dose activity change, negative = inhibition, actives largely listed as inhibitors. 390,000 tested, 0.23% active. AID 743255, 2014; further: potency means the concentration at half of the fitted maximal effect; on the % scale 0 is the no-effect control and ±100 the full control effect; nearly all actives have a fitted effect of over 60% in size; inactives centre near -12
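USP1/UAF1 complex (1 nM) preincubated 15 min at room temperature with compound, then Ub-Rho substrate (150 nM final) added. Kinetic fluorescence at 480/540 nm over 6 reads at 60 s intervals; 50 mM HEPES pH 7.8, 0.5 mM EDTA, 0.1 mg/ml BSA, 1 mM TCEP, 0.01% Tween-20.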
Glioma ERSR ind = qHTS for Inducers of the Endoplasmic Reticulum Stress Response (ERSR) in Human Glioma: qHTS; AID 602332, 2012; 420,000 tested, 0.02% active; U87-MG GRP78 promoter luciferase reporter, 16 h; Potency, µM, for the others: at the highest dose activation, most hits filed as activators; further: potency means the concentration at half of the fitted maximal effect; series mostly up to about 76 µM; % of control where 0% means no effect; nearly all actives have a fitted effect of over 35% in size
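Stably transfected U87-MG glioma cells carrying a GRP78-based luciferase sensor; 16 h compound incubation. Luminescence end-point read 10 min after Bright-Glo addition at room temperature.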
LDHA block = qHTS assay for inhibitors of human lactate dehydrogenase; L-lactate dehydrogenase A chain (Homo sapiens), P00338; purified LDHA, NADH/diaphorase-resazurin fluorescence; stronger effect = lower value; activity change, % (values are at about 110 or 230 µM); 480,000 tested, 0.15% active; in the data active means activity change below about -30%; inconclusive means mostly about -25% to -30%;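 further: plate controls were DMSO wells for no effect and wells without enzyme for full effect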
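Resorufin fluorescence (ex540/em590), read at 0 and 20 min after diaphorase/resazurin addition, reports the NADH left after a 5 min room-temperature reaction of 2 nM human LDH5 with 0.06 mM NADH and 0.2 mM pyruvate.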
RXFP1 agonist = qHTS Assay for Agonists of the Relaxin Receptor RXFP1. Relaxin receptor 1 (Homo sapiens), Q9HBX9. HEK293T-RXFP1 cAMP TR-FRET, 30 min; response scale: percent of porcine relaxin response, buffer zero. Potency, µM (series often up to 57.5 µM), inactives show top-dose activation, actives largely listed as activators. 370,000 tested, 0.3% active. AID 2676, 2010; further: potency means the concentration at half of the fitted maximal effect; on the % scale 0 is the no-effect control and ±100 the full control effect; nearly all actives have a fitted effect of over 60% in size; many of its hits are not listed in these tables
Target sequence (Q9HBX9 whole entry, looked up): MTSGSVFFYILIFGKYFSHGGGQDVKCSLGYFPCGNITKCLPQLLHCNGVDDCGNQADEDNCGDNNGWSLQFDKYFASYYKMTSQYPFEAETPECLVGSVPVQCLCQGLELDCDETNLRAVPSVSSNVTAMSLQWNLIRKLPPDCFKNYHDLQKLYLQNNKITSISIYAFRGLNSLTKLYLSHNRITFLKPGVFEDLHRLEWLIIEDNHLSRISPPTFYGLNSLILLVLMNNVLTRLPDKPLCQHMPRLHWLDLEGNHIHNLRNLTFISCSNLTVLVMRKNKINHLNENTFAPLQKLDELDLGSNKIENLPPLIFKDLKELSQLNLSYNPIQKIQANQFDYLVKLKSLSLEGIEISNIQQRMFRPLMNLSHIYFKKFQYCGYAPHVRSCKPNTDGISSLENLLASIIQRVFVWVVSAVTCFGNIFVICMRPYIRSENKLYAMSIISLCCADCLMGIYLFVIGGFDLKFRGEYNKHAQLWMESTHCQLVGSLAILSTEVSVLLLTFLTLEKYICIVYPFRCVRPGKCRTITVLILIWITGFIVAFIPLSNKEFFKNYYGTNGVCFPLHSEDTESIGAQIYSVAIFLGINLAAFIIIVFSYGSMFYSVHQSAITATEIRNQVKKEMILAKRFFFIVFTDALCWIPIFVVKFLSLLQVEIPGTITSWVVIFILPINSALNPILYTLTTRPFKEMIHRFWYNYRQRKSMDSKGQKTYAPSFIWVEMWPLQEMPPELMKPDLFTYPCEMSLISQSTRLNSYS
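HEK293T cells stably expressing RXFP1 were pretreated with the PDE4 inhibitor Ro 20174, exposed to compounds for 30 min at 37C, lysed, and cAMP was read by TR-FRET. Data normalized to buffer (basal) and 29 nM porcine relaxin (100%).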
IDH1 R132H inh = qHTS for Inhibitors of mutant isocitrate dehydrogenase 1 (IDH1): qHTS | Potency, µM (highest dose often 76.6 µM), inactives show at the highest dose activity change, negative = inhibition, usual class: inhibitors | IDH1-R132H enzyme, NADPH consumption, diaphorase/resazurin fluorescence | Isocitrate dehydrogenase [NADP] cytoplasmic (Homo sapiens), O75874 | 390,000 tested, 0.093% active; further: potency means the concentration at half of the fitted maximal effect; on the % scale 0 is the no-effect control and ±100 the full control effect; nearly all actives have a fitted effect of over 65% in size
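IDH1-R132H (0.5 ug/mL) preincubated 30 min with compound, then NADPH (0.016 mM) and alpha-KG (2 mM) added; 80 min at RT, pH 7.5. Remaining NADPH coupled via diaphorase/resazurin to fluorescence (540/590 nm); concentration-response curves normalized to no-enzyme control.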
PI4K2A block = qHTS for small molecular inhibitors of PI4K2A; Phosphatidylinositol 4-kinase type 2-alpha (Homo sapiens), Q9BTU6; purified PI4K2A, ADP-Glo luminescence, 1 h; stronger effect = lower value; activity change, negative = inhibition, % at 76.9 µM; 420,000 tested, 0.13% active; in the data active means activity change below about -50%; inconclusive means mostly about -30% to -49%;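 further: -100% = wells without enzyme as full effect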
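Compounds are screened against recombinant PI4K2A using PI as substrate and ATP, the latter dispensed at 300 microM. Reactions run one hour at ambient temperature before ADP-Glo detection; full inhibition defined by wells lacking enzyme.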
Numbers without * were called inactive; ? = inconclusive; nt = not tested or not shown; & = joins results of further samples; [ ] = remark or other dose. Unless noted, the call rests on the fitted dose curve; in most records, active means well fitted curve in the direction sought with a large enough effect; inconclusive means small, poorly fitted or top-dose-only effect, or another doubt; inactive means no such curve, though single readings can be large; an effect the other way counts as inactive or inconclusive. An excerpt; rates above refer to the full screens.

SMILES	TrxR1 substrate	Vif-A3F inh	Vif-APOBEC3G blk	USP1 inh	Glioma ERSR ind	LDHA block	RXFP1 agonist	IDH1 R132H inh	PI4K2A block
Cc1nn(Cc2ccc(Cl)cc2)c(C)c1NC(=O)Cn1nc([N+](=O)[O-])c(Cl)c1C	7.4%[57.1 µM]	-2.5%	-4.3%	-17.3%	-3.3%	0.8	0.0%	4.2%	-3.4
CCN(CC)C(=O)Cn1ccc(NC(C)=O)nc1=O	4.0%	-4.5%	-0.4%	-6.1%	-3.2%	-4.0	5.8%	12.1%	5.0
COc1ccc(/C=N/NC(=O)c2nc(-c3ccccc3)n(-c3ccccc3)n2)cc1	-4.9%	3.1%	0.6%	-21.8%	0.1%	-11.8	-2.2%	-2.2%	-4.6
CSC1=NCCN1C(=O)c1ccc(Br)o1	-3.3%	-6.6%	-0.1%	-13.1%	-0.3%	-9.9	-0.3%	-2.4%	-0.2
CCOC(=O)NC(Cc1c[nH]c2ccccc12)C(=O)NCCc1ccc(S(N)(=O)=O)cc1 (stereo not drawn)	6.9%	-16.3%	-4.6%	-16.2%	-2.4%	-1.3	-3.2%	-10.4%	2.6
COc1ccc(CNC(=O)C(c2cccs2)N(C(=O)c2csnn2)C2CC2)cc1 (stereo not drawn)	-2.4%	1.6%	-0.2%	-20.8%	-4.1%	-2.0	-0.6%	11.9%	2.1
CN(Cc1c(C(=O)N2CCc3ccccc3C2)nc2ccc(Cl)cn12)C(C1CC1)C1CC1	-1.8%	3.8%	0.4%	-21.0%	-3.4%	-5.0	4.2%	5.4%	1.7
COc1cccc(CNC(=O)CCCSc2ccccc2)c1	-0.9%	1.8%	2.7%	-6.5%	-1.3%	2.8	-1.0%	4.4%	7.7
O=C(CNC(=O)N1CC(=O)Nc2ccccc21)NCCc1ccc(Cl)cc1	2.4%	8.8%	1.1%	-15.8%	-3.4%	-3.2	3.5%	5.6%	1.1
CCOC(=O)C1=C(CN2CCOCC2)NC(=O)NC1c1cc(C)ccc1C (stereo not drawn)	9.9%[57.1 µM]	-5.2%	0.5%	-7.5%	-0.5%	-10.2	1.2%	6.0%	-1.5
CC1CN(C(=O)c2nn(C)cc2[N+](=O)[O-])CC(C)O1 (stereo not drawn)	3.0%[57.1 µM]	-0.1%	-0.3%	-18.9%	-1.3%	-10.8	1.5%	4.5%	0.6
COc1ccccc1CC1(C)C(=O)Nc2ccc(S(=O)(=O)NC3CCCCC3)cc21 (stereo not drawn)	nt	nt	-3.3%	nt	-3.2%	-0.4	nt	nt	4.5
COc1ccc(-n2c3c(c(=O)[nH]c2=O)C(NS(=O)(=O)c2ccc(Cl)cc2)(C(F)(F)F)C(=O)N3)cc1 (stereo not drawn)	11.1%	-4.2%	0.3%	-15.7%	-3.9%	2.9	2.7%	2.3%	0.3
CCOC(=O)Cc1csc(SCc2cc(=O)oc3cc(O)ccc23)n1	-2.1%	2.0%	-3.9%	-11.9%	-4.5%	-4.7	0.2%	6.1%	2.0
O=c1c(Cl)c2oc3ccccc3nc-2c2ccccc12	-10.3%	?	?	?	0.8%	-2.5	2.5%	-5.9%	10.6
O=C(O)CSc1nnc(COc2cccc3cccnc23)n1-c1cccc(C(F)(F)F)c1	3.8%[57.1 µM]	-8.8%	0.4%	-13.1%	0.1%	-0.7	-0.1%	10.5%	1.7
Nc1cc(Nc2ccccc2)c2nonc2c1[N+](=O)[O-]	6.0%	?	?	-4.2%	-4.3%	-10.7	6.4%	0.0%	-3.4
Cc1nn(-c2ccccc2)cc1/C=N/O	-4.1%	-5.3%	4.5%	-5.4%	1.6%	-13.0	-0.7%	3.6%	-2.0
COc1ccccc1NCN1C(=O)CCC1=O	4.0%	1.8%	-0.6%	-14.7%	-2.8%	2.9	-2.7%	5.9%	-5.4
O=C(c1cc2ccccc2o1)c1cccs1	-4.8%[57.1 µM]	-0.5%	0.6%	-5.2%	0.4%	-0.6	6.7%	4.6%	2.5
COc1ccccc1N1CCN(S(=O)(=O)c2ccc3nc(-c4ccccc4)[nH]c3c2)CC1	-1.6%	10.8%	0.0%	-15.6%	-5.5%	-3.7	0.4%	2.5%	-1.8
Cc1ccccc1OCCNCC(C)O (stereo not drawn)	-3.1%[57.1 µM]	-5.2%	0.5%	2.0%	-3.5%	-18.6	-0.7%	8.4%	3.7
O=c1[nH]c2ccccc2n1C1=CCNCC1	12.3%[57.1 µM]	1.3%	-0.5%	-1.1%	-5.9%	-3.1	-1.3%	22.5%	-4.5
Oc1nc(Nc2ccc(F)cc2)sc1/C=C1\C=Nc2ccccc21	-7.8%	?	-17.4%	-23.6%	3.3%	-9.5	2.4%	14.4%	-1.4
COc1ccc(N2CC(C(=O)N/N=C/c3cc([N+](=O)[O-])ccc3O)CC2=O)cc1 (stereo not drawn)	-9.7%	0.2%	-6.3%	-26.7%	-2.4%	11.6	0.5%	0.0%	4.8
O=C(CCc1ccc(S(=O)(=O)NCc2ccccc2)cc1)NCc1ccc2c(c1)OCO2	2.3%	3.3%	1.1%	-8.0%	-3.8%	-2.0	1.3%	2.9%	-1.3
COC(=O)c1cccc(Oc2nc3c(c(=O)n(C)c(=O)n3C)n2C(C)C)c1	3.1%	-1.4%	4.0%	-7.5%	-1.9%	-16.0	3.2%	-9.7%	-0.7
CCOc1ccc(NCC2CCOC(C)(C)C2)cc1 (stereo not drawn)	6.3%[57.1 µM]	-2.2%	-1.2%	-18.5%	4.7%	14.3	-2.2%	4.6%	4.9
COc1cccc(NC(=O)c2nn(-c3ccc(C)cc3)c(=O)n(C)c2=O)c1	-1.4%[57.1 µM]	0.4%	-0.2%	-17.7%	0.2%	-0.1	3.5%	0.0%	-8.5
COc1ccc2cc(C(=O)Nc3c(C)n(C)n(-c4ccccc4)c3=O)sc(=O)c2c1OC	-1.8%	0.3%	-3.1%	?	-4.3%	0.9	-0.5%	-2.1%	-1.5
CCn1c(SCC(=O)NC2CCCC2)nnc1C(C)NC(=O)c1ccccc1Br (stereo not drawn)	0.6%	4.1%	4.3%	-3.0%	-4.3%	-1.9	1.8%	3.6%	-9.7
Cc1ccc2c(=O)n3c(nc2c1)C(CC(C)C)NC(=O)c1cccnc1-3 (stereo not drawn)	nt	-1.4%	1.1%	-19.8%	1.4%	0.2	nt	22.0%	-0.4
COc1ccccc1C(=O)NCCC(=O)Nc1nc2ccccc2[nH]1	1.1%[57.1 µM]	-3.4%	2.5%	-12.7%	5.8%	2.2	1.3%	-8.6%	-0.1
COCCNC(=O)C(OC(=O)c1cccs1)c1ccc(F)cc1 (stereo not drawn)	1.2%	-5.1%	-2.1%	-8.9%	-6.4%	-2.0	-1.3%	0.2%	5.1
Cc1ccc(CSc2nnc(CCNC(=O)OC(C)(C)C)o2)cc1	-5.5%&9.9%	19.1%&-0.5%	0.8%&-2.6%	-0.1%&-27.5%	-2.1%&-3.0%	-0.5&3.1	-1.8%&2.0%	-4.5%&6.9%	-0.7&3.4
COc1ccccc1Cc1c(-c2ccc(C)cc2)nc2ccc(Cl)cn12	nt	nt	-17.0%	nt	2.7%	0.1	nt	nt	-9.0
Cn1c(C(O)C(O)c2ccccc2)nc2ccccc21 (stereo not drawn)	1.6%	-0.5%	0.7%	-18.0%	-0.3%	-0.2	1.0%	8.1%	-4.9
COc1cc(Cl)cc(C#N)c1OCC(=O)O	7.5%	-1.5%	-3.3%	-3.4%	-2.3%	-4.0	2.5%	0.0%	-2.8
CC1C(c2ccccc2)=Nn2c(=O)n(-c3ccccc3)c(=O)n21 (stereo not drawn)	nt	-7.1%	-3.0%	-8.6%	5.6%	-5.8	nt	-6.0%	3.4
O=C(c1ccc(F)cc1F)N(Cc1ccccn1)Cc1ccco1	-5.9%[57.1 µM]	-3.1%	-8.1%	-9.9%	-2.3%	-2.8	-0.3%	4.7%	0.7
Cc1cc2c(cc1S(=O)(=O)Nc1cccc(C)c1C)n(C)c(=O)c(=O)n2C	-4.2%	3.6%	0.2%	-17.0%	-5.9%	4.2	8.9%	13.8%	-1.8
CC(=O)Nc1ccc(NC(=O)[C@H](C)NC(=O)c2ccco2)cc1	4.2%	-10.2%	-4.5%	-3.0%	-5.4%	-1.6	-0.9%	5.7%	5.0

High-throughput results from PubChem BioAssay.
